Giardia killer: kills Giardia lamblia; Giardia lamblia trophozoite viability; activity change, % at 7.66 µM, hits read low; 0.15% of 340,000 active; AID 540267; in the data active = activity change below about -80%; inconclusive = between about -30% and that limit;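 also: parasites exposed to compound for two days anaerobically before the ATP read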
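Compounds were tested on trophozoites seeded at 100 cells/well and held 48 hrs at 37 deg C anaerobically. An ATP-based luminescent kit measured the remaining live cells.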
PKM2 activator: activators of human pyruvate kinase M2; purified PKM2, Kinase-Glo ATP luminescence, activation; response scale: 0% is enzyme alone, no compound; Potency, µM (top dose mostly 57.5 µM), for inactives: at the highest dose activation, usual class: activators; 0.34% of 260,000 active; AID 1631; also: potency is read from the fitted curve at half-maximal effect; nearly all actives have a fitted effect of over 55% in size
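Purified hPK-M2 (>95%) run at intermediate activity with 0.1 mM ADP and 0.5 mM PEP in 50 mM imidazole pH 7.2, KCl, MgCl2; 1 h room temperature. ATP formed read by Kinase-Glo luminescence; normalized to uninhibited and no-enzyme controls.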
BCR signal inh: inhibitors of chronic active B-cell receptor signaling. ABC-DLBCL IkBa-CBG/CBR reporter, luminescence ratio, 4 h. 0.05% of 340,000 active. Potency, µM (titrated, usually from 46.1 µM), without a hit: at the top dose ratio change, negative = lower green/red ratio, hits mostly inhibitors. AID 493014; active = well fitted inhibition curve with a large enough effect in the signal ratio, with a control signal flat, not every such curve was filed as active; inconclusive = small, poorly fitted or top-dose-only effect, or effect the other way, or a change in a side signal; the % refers to the signal ratio;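 also: potency is read from the fitted curve at half-maximal effect; plate controls were basal doxycycline-induced cells for no effect and cells given 10 µM MG132 for full effect; MG132 reads +100%, hits lower the ratio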
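Compounds up to 46 uM were incubated four hours with TMD8 cells whose green CBG68 luciferase is fused to IkappaBalpha; red CBR luminescence normalised the signal, and concentration-effect curves were fitted to fusion, red and ratio data.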
KCNH2 3.1 block: inhibitors of human KCNH2 3.1 potassium channel isoform | U2OS KCNH2 3.1, thallium flux FluxOr; stronger effect = lower value | activity change, % (tested at about 1.8 µM) | 0.95% of 340,000 active | AID 720553;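 active = maximum activity change below -70%; inconclusive = maximum activity change from -70% to -50%; inactive = maximum activity change above -50%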;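 also: thallium influx rate constant from kinetic fluorescence after stimulation buffer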
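We transduce U2OS cells with the mutant 3.1 virus, culture them overnight, load FluxOr with Red40 quencher for 45 min, then add stimulation buffer and read kinetically for 2 min to derive a normalized rate constant.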
USP2a inh: inhibitors of human ubiquitin-specific protease USP2a. Potency, µM (top dose mostly 38.3 µM), without a hit: at the highest dose activity change, negative = inhibition, actives largely listed as inhibitors. O75604. USP2 core, Ub-CHOP2 coupled fluorogenic reporter, 485/531. 0.01% of 330,000 active. AID 463254;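 also: potency is read from the fitted curve at half-maximal effect; plate controls were DMSO wells for no effect and full inhibition by NEM control for full effect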
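Deubiquitinase activity read as fluorescence (485/531 nm) after Ub-CHOP2 cleavage activates the enterokinase reporter on its substrate; USP2 core 10nM, Ub-CHOP2 and substrate 25nM each, 30min compound preincubation then 60min RT; data normalized to NEM, curves fitted.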
uPA surface inh: blocks generation of uPA at the cell surface | cell surface uPA generation assay, qHTS | Potency, µM (doses to about 38.3 µM), for the others: at the highest dose activity change, negative = inhibition, most hits filed as inhibitors | 0.31% of 330,000 active | AID 540303; active = well fitted inhibition curve with a large enough effect; inconclusive = small, poorly fitted or top-dose-only effect; inactive = no such curve, though single readings can be large or run the other way; tested in mouse RAW 264.7 cells; also: potency is read from the fitted curve at half-maximal effect; nearly all actives have a fitted effect of over 55% in size
GALK inhibitor: inhibitors of human galactokinase; 0.007% of 270,000 active; P51570; Potency, µM (highest dose often 57.5 µM), for inactives: top-dose activity change, negative = inhibition, hits mostly inhibitors; Purified GALK, Kinase-Glo residual ATP luminescence; also: potency is read from the fitted curve at half-maximal effect
Target sequence (P51570 whole entry, looked up): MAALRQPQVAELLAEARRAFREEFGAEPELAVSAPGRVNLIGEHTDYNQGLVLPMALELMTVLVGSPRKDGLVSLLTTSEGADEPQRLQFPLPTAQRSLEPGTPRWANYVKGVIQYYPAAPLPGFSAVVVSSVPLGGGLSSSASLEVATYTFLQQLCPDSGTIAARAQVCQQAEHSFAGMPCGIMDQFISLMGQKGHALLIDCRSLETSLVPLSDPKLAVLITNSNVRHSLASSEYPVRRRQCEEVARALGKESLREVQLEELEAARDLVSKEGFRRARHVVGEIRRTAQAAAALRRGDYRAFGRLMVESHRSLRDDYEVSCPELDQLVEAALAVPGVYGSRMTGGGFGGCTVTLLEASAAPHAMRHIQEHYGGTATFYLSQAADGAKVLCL
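ATP-depletion format; final 35 uM ATP, 100 uM D-galactose, 5 nM enzyme; pH 8.0 HEPES/Mg2+ buffer; 60 min RT; luminescence read 10 min after detection reagent.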
KCNH2 WT inh: inhibitors of human wildtype KCNH2 potassium channel | U2OS, BacMam KCNH2, thallium flux FluxOr; stronger effect = lower value | activity change, % at 1.84 µM | 0.37% of 340,000 active;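 active = maximum activity change below -70%; inconclusive = maximum activity change between -70% and -50%; inactive = maximum activity change above -50%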
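U2OS cells were transduced with wild-type KCNH2 virus (2.03 x 10^8 / mL) for 4 h at room temperature, then cultured overnight at 37 C. Thallium flux was read with FluxOr dye. Rate constants were normalized to DMSO controls.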
Eya2 phos inh: inhibitors of human Eya2 phosphatase activity; O00167; recombinant Eya2, OMFP fluorescence dephosphorylation (OMFP is methylfluorescein phosphate); 0.006% of 330,000 active; Potency, µM (doses to about 76.9 µM), for the others: at the top dose activity, negative = inhibition, hits mostly inhibitors; also: potency is read from the fitted curve at half-maximal effect
Target sequence (O00167 whole entry, looked up): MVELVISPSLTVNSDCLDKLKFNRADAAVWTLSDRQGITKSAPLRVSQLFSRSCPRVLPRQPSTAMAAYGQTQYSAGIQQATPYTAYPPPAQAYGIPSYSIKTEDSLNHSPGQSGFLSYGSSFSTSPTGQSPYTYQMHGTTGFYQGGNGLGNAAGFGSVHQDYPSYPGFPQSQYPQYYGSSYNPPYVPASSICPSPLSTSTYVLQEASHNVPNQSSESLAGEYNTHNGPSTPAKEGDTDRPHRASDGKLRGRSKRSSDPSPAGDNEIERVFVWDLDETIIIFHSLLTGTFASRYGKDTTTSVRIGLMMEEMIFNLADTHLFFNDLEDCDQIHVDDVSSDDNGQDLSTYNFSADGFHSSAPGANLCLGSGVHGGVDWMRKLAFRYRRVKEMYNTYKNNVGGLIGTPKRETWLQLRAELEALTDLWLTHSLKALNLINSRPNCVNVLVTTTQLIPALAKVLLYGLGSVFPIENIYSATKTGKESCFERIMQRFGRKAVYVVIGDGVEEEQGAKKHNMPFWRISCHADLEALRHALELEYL
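Eya2 protein (added as 0.2 uM solution) was preincubated with compound for 10 min at ambient temperature in 50 mM HEPES pH 7.5, 50 mM NaCl, 5 uM MgCl2, 0.05% BSA, 1 mM DTT. OMFP (added at 50 uM) then reacted 10 min; fluorescence read at 485/525 nm.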
FBPA coupling cs: inhibits coupling enzyme system, counter-screen for aldolase hits | activity change, negative = inhibition, % at 58.2 µM, hits read low | coupling enzyme system counterscreen, AmpLite Red fluorescence | 0.67% of 290,000 active; in the data active = activity change below about -30%
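Activity here indicates interference with the coupling reaction, not aldolase inhibition. Compounds at 57.5 uM final met coupling enzymes for 10 min at RT; substrate and AmpLite Red detection followed, with a 525/598 nm fluorescence read after 20 min.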
B2AR arrestin: recruits beta-arrestin to the human beta2-adrenergic receptor. P07550. beta-arrestin recruitment to beta2AR, cell-based reporter. Potency, µM (top dose mostly 46.1 µM), inactives show at the highest dose activation, most hits filed as activators. 0.02% of 330,000 active. AID 492947;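 also: potency is read from the fitted curve at half-maximal effect; 0% = DMSO controls and full agonism = EC100 isoproterenol or metaproterenol; nearly all actives have a fitted effect of over 65% in size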
The depositor's hits bear a star; ? = inconclusive; · = no result given; [ ] = dose if it differs, or a comment. Unless noted, calls follow the shape of the dose curve; as a rule, active = well fitted curve in the direction sought with a large enough effect; inconclusive = small, poorly fitted or top-dose-only effect, or another doubt; inactive = no such curve, though single readings can be large; an effect the other way counts as inactive or inconclusive. Unless noted, % is scaled to controls: 0 for no effect and ±100 for the full control effect.

SMILES	Giardia killer	PKM2 activator	BCR signal inh	KCNH2 3.1 block	USP2a inh	uPA surface inh	GALK inhibitor	KCNH2 WT inh	Eya2 phos inh	FBPA coupling cs	B2AR arrestin
COc1cc(Cl)c(NS(=O)(=O)c2cc3[nH]c(=O)c(=O)[nH]c3cc2C)c(OC)c1	-29	-6%	-9%	2	2%	0%	·	-1	-2%	0	5.1%
O=C(Nc1cc2c(cc1Cl)OCCCO2)c1ccccc1	-2	-3%	1%	9	0%	-4%	1%	7	15%	-1	0.4%
O=C1N[C@@H](c2ccccc2)COC(=O)[C@@H](Cc2ccc(F)cc2)CC/C=C/C[C@@H]1CC(=O)N(CCO)Cc1ccccc1	-7	·	-2%	·	-10%	?	·	-5	7%	·	-0.8%
COC(=O)CCN(C(=O)c1cccc([N+](=O)[O-])c1)c1ccccn1	-5	3%	4%	-3	-2%	4%	12%	-1	17%	0	0.1%
Cc1ccc(NC(=S)N/N=C2\CCCCC2C)cc1 (configuration not stated)	3	-4%	3%	-18	1%	·	-1%	8	6%	2	0.1%
Cc1ccc(S(=O)(=O)n2ccc(=O)[nH]2)cc1	-10	1%	-2%	6	1%	9%	2%	3	21%	5	-0.1%
CC(C)Cc1cc(C(=O)N2CCN(C(c3ccccc3)c3ccccc3)CC2)no1	-12	-20%	?	-4	4%	7%	1%	2	-11%	0	0.3%
CCOCCCNCc1c(Cl)cccc1Cl	-6	-2%	-9%	8	0%	-4%	1%	11	12%	0	-0.5%
COc1ccc(C(=O)OCCN2CCCCC2)cc1	-7	-8%	?	-32	1%	1%	0%	-1	-13%	0	-0.2%
COc1ccc(-n2c(C)nc3cc(C(=O)NCc4ccco4)ccc32)cc1	8	9%	-18%	-13	-3%	-10%	1%	4	-4%	0	-0.4%
O=C(O)C1CCN(S(=O)(=O)c2ccc(Cl)s2)CC1	-7	·	0%	-2	4%	2%	·	3	7%	·	-0.8%
COc1ccc(CN2CN(c3ccc(Cl)cc3)C(=O)N(n3cnnc3)C2)cc1	1	0%	-24%	14	-1%	·	-1%	0	-4%	-1	2.8%

Part of the list above, showing only FBPA coupling cs and uPA surface inh.
mol,FBPA coupling cs,uPA surface inh
COC(=O)CCN(C(=O)c1cccc([N+](=O)[O-])c1)c1ccccn1,0,4%
Cc1ccc(NC(=S)N/N=C2\CCCCC2C)cc1 (configuration not stated),2,·
Cc1ccc(S(=O)(=O)n2ccc(=O)[nH]2)cc1,5,9%
CC(C)Cc1cc(C(=O)N2CCN(C(c3ccccc3)c3ccccc3)CC2)no1,0,7%

(further entries)
SMILES	Giardia killer	PKM2 activator	BCR signal inh	KCNH2 3.1 block	USP2a inh	uPA surface inh	GALK inhibitor	KCNH2 WT inh	Eya2 phos inh	FBPA coupling cs	B2AR arrestin
Cc1c(C(=O)NNC(=S)Nc2cccc(Cl)c2)nnn1-c1ccccc1	0	-3%	8%	-24	2%	-2%	·	-6	2%	3	-0.9%
Cc1ccc(CNc2nnnn2C)cc1	21	-3%[11.5 µM]	1%	10	1%	-13%	-3%	5	15%	1	-0.3%
Cc1ccc(S(=O)(=O)/C(=C\N(C)C)c2cnc(Cl)s2)cc1	9	2%	0%	11	1%	1%	2%	-6	6%	17	-0.4%
COCCNC(=O)CN(C(=O)c1ccc(N2CCCC2)nc1)c1ccc(F)c(Cl)c1	-18	0%	0%	8	1%	-2%	-1%	-9	-6%	0	0.5%
CCN(C1CCCCC1)S(=O)(=O)c1cn(C)c(=O)n(C)c1=O	-19	-4%	?	-6	1%	2%	1%	-12	-27%	4	0.3%
CCc1cc2c(SCC(=O)C(C#N)=C3N(C)c4ccccc4N3C)ncnc2s1	14	-20%	0%	7	0%	0%	4%	0	-12%[15.4 µM]	3	-0.5%
Cc1cc(C(=O)NNC(=S)NC(C)c2ccccc2)c2ccccc2n1 (configuration not stated)	23	-3%	-3%	5	2%	4%	-2%	13	0%	3	-0.3%
Cc1cc(-c2[nH]nc3c2C(c2ccc(Cl)cc2)C(C#N)=C(N)O3)c(C)s1 (configuration not stated)	-5	12%	-1%	-4	-1%	2%	0%	3	1%	-1	1.1%
O=C(CCC(=O)OCC(=O)c1ccc(Br)cc1)NC1CCCCC1	9	1%	?	-9	0%	3%	-1%	2	0%	-1	-0.6%
O=C(CN1CCC(NC(=O)Nc2ccccc2)CC1)Nc1cccc([N+](=O)[O-])c1	-11	-1%	?	-6	2%	10%	-3%	26	-15%	1	0.0%
O=C(NNS(=O)(=O)c1ccccc1[N+](=O)[O-])c1cc2ccccc2cc1O	6	1%	?	-4	4%	-4%	-4%	2	5%	2	0.4%
CCOc1ccccc1NS(=O)(=O)c1ccc2c(c1)n(C)c(=O)c(=O)n2C	12	25%	-7%	-6	3%	0%	·	-14	13%	1	-0.4%
COc1ccc(NC(=O)/C(C#N)=C\c2ccc(-c3cccc(C(=O)O)c3C)o2)cc1	6	-7%	?	-5	1%	-5%	1%	-6	14%	2	-1.0%
COc1ccc(C(c2oc(CO)cc(=O)c2O)c2oc(CO)cc(=O)c2O)cc1	-19	-1%	4%	0	0%	-1%	6%	18	-12%	0	-1.0%
CC(NC(=O)c1ccc2c(c1)OCO2)C1CCCO1 (configuration not stated)	7	-9%	-6%	10	1%	·	0%	-6	12%	0	-0.3%
COc1ccc(NC(=O)C2CCN(S(=O)(=O)c3c(C)noc3C)CC2)cc1	-7	·	1%	-5	-1%	2%	3%	-16	-13%	·	0.3%
O=C(CSc1nnc(NC(=O)Cc2ccc(F)cc2)s1)NCc1ccco1	-1	3%	0%	10	3%	-3%	-1%	3	-25%	2	0.2%
O=c1cc(O)c2ccccc2n1Cc1ccccc1	-7	11%	3%	-19	1%	-1%	-2%	1	8%	8	0.0%
O=C(CC(c1ccccc1)c1ccco1)N1CCOCC1 (configuration not stated)	55[activator]	24%	6%	-4	1%	5%	-2%	-10	0%	-2	-0.7%
COc1cc(OC)cc(C(=O)NNC(=O)CCC2CCCC2)c1	-15	·	0%	-2	4%	2%	·	-9	-6%	·	-0.9%
CCCN1C(=O)C(O)(c2c(C)[nH]c3ccccc23)c2ccccc21 (configuration not stated)	5	-1%	-2%	-33	-1%	-5%	5%	4	12%	-6	0.2%
COc1ccccc1OCc1nc2ccccc2n1C	-8	·	0%	0	0%	-14%	-1%	-12	-6%	0	-0.5%
CCOC(=O)c1[nH]c2ccccc2c1NC(=O)c1ccco1	-11	21%	7%	1	-1%	-4%	1%	4	-10%	-28	-0.1%
Cc1cc(C)c2c3c(sc2n1)C(c1cccc(F)c1)C(C#N)=C(N)O3 (configuration not stated)	11	0%	?	-2	-1%	·	-4%	2	0%	-4	-0.8%
COc1ccc(OC)c(CNc2ncc(-c3cccc([N+](=O)[O-])c3)n2C)c1	32[activator]	5%	-13%	8	3%	?	-2%	11	1%	0	-0.2%
Cc1ccc2cccc(NC(=S)NC(=O)c3c(Br)cnn3C)c2n1	-25	13%	?	10	-1%	3%	-1%	0	5%	3	-1.1%

Reformatted with values under each structure: 3 of the compounds above.
Each structure is followed by: Giardia killer | PKM2 activator | BCR signal inh | KCNH2 3.1 block | USP2a inh | uPA surface inh | GALK inhibitor | KCNH2 WT inh | Eya2 phos inh | FBPA coupling cs | B2AR arrestin
- Cc1cc(C)c2c3c(sc2n1)C(c1cccc(F)c1)C(C#N)=C(N)O3 (configuration not stated)
  11 | 0% | ? | -2 | -1% | · | -4% | 2 | 0% | -4 | -0.8%
- COc1ccc(OC)c(CNc2ncc(-c3cccc([N+](=O)[O-])c3)n2C)c1
  32[activator] | 5% | -13% | 8 | 3% | ? | -2% | 11 | 1% | 0 | -0.2%
- Cc1ccc2cccc(NC(=S)NC(=O)c3c(Br)cnn3C)c2n1
  -25 | 13% | ? | 10 | -1% | 3% | -1% | 0 | 5% | 3 | -1.1%
